From PubChem
APP 5UTR inh: APP translation inhibition | SH-SY5Y APP 5'UTR-luciferase reporter, luminescence | inhibition, % at 2 µM | 190,000 compounds, 0.82% hits | AID 1285;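 active means inhibition above a set limit, derived from the sample mean plus 3 SD, cut at about 45% in these data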; further: values of inactives mirror those of a sister screen read the other way
FLuc inh counter: counter-screen for luciferase assay inhibitors: firefly luciferase inhibition; P08659; 200,000 compounds, 1.5% hits; ATPLite firefly luciferase biochemical luminescence, 10 min; inhibition, % at 10 µM;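 active means inhibition above about 50% when tested at 10 µM, limit read from the data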
Target sequence (P08659 whole entry, looked up): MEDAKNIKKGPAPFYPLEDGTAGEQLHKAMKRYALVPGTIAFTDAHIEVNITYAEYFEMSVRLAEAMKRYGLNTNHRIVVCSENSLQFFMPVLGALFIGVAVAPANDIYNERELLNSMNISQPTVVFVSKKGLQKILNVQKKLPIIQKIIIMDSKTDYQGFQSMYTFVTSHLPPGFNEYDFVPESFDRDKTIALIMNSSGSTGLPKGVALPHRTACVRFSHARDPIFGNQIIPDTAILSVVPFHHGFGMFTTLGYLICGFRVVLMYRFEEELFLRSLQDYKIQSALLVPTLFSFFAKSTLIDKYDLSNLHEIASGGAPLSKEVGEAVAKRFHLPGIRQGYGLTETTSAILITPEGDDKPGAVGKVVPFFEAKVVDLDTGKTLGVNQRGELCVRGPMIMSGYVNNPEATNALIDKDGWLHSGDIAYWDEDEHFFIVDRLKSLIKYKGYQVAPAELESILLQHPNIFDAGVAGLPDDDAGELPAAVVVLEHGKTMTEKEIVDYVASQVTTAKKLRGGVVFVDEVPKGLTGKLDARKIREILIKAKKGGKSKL
FLuc act counter: affects firefly luciferase, flagging false hits in luciferase stimulation screens. P08659. ATPlite luciferase biochemical, luminescence, 10 min; 0 = ATP-free wells, 1 = DMSO control. activation factor at 10 µM. 200,000 tested, under 10 active. AID 1027;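 active means luciferase activation factor, scaled between plate controls, of at least 2 with compound at 10 µM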
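Assay system: Luciferase/luciferin detection reagent, cell-free biochemical luciferase assay / Also added: ATP substrate / Schedule: 10 min at ambient temperature / Measured by: luminescence measurement of luciferase light output / Benchmarks: low control with PBS replacing ATP, high control enzyme plus ATP without compound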
bIAP inh: blocks bovine intestinal alkaline phosphatase activity; inhibition, % at 20 µM; purified bovine IAP, CDP-star luminescence, 30 min; 190,000 tested, under 10 active;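 active means over 50% inhibition of intestinal alkaline phosphatase at 20 µM in the single-dose screen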
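test system = bovine IAP enzyme | medium = DEA buffer 100 mM, pH 9.8, with MgCl2 1.0 mM, ZnCl2 0.02 mM | detection = luminescence | dosing = single compound dose of 20 µM, 2% DMSO final | incubation = 30 min reaction at room temperature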
TNAP inh no acc: TNAP (human) inhibition, acceptor-free conditions | P05186 | purified TNAP, CDP-star luminescence, 30 min | inhibition, % at 20 µM | 200,000 compounds, 0.26% hits | AID 1012;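 active means tissue-nonspecific alkaline phosphatase inhibition above about 50% at 20 µM in the single-dose screen, limit read from the data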;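 further: 0% = DMSO negative control and 100% = EDTA positive control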
Target sequence (P05186 whole entry, looked up): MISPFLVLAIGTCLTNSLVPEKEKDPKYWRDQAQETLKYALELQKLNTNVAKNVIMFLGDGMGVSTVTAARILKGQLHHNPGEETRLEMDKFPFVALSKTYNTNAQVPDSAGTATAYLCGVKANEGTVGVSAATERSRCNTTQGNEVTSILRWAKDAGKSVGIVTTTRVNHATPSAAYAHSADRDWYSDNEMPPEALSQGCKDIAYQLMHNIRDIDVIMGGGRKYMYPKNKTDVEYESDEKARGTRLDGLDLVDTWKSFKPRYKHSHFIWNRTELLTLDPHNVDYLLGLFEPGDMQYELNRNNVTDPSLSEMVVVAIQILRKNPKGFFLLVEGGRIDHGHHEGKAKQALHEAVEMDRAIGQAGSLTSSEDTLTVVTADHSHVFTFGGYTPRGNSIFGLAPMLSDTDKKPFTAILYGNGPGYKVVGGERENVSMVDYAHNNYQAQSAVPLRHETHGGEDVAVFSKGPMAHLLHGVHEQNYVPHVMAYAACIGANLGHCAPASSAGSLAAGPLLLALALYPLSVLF
RAM inhibit: blocks the yeast RAM network. S. cerevisiae dse1pr::URA3 reporter, 5-FOA growth OD615, 2 d; analog-sensitive cbk1-as2 kinase mutant strain. inhibition, % at 50 µM. 190,000 compounds, 1.8% hits. AID 868;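 active means inhibition above a set limit, 3 SD over mean compound inhibition, cut at about 8.4% in these data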;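 further: 0% = DMSO-only wells with no growth and 100% = 10 µM 1-NA-PP1 full growth; inhibition rescues growth on 5-FOA so higher OD means more RAM inhibition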
TNAP act hi DEA: TNAP (human) activation, high acceptor | P05186 | purified TNAP, CDP-star luminescence, 1 M DEA, 30 min; stronger effect = higher value; 0 = EDTA background, 1 = DMSO-only activity | activation factor at 20 µM | 200,000 tested, under 10 active;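 active means activation factor at least 2 at 20 µM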
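Dosing: 20 µM single point. System: human TNAP. Amount: TNAP 1/800 final. Incubation: 30 min, room temperature. Read-out: TNAP activation factor scaled between EDTA and DMSO control wells. Signal: luminescence from CDP-star hydrolysis. Medium: 1 M DEA, pH 9.8, Mg2+, Zn2+. Control set: EDTA negative control, DMSO positive control.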
TNAP inh hi DEA: inhibitors of human TNAP at high phosphate acceptor concentration; AID 1135; purified TNAP, CDP-star luminescence, 1 M DEA; 200,000 compounds, 0.03% hits; P05186; inhibition, % at 20 µM;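 active means over 50% inhibition of tissue-nonspecific alkaline phosphatase at 20 µM in the single-dose screen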;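 further: plate controls were DMSO wells for no effect and EDTA-quenched wells as full inhibition for full effect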
bIAP act: intestinal alkaline phosphatase (bovine) activation; purified bovine IAP, CDP-star luminescence, 30 min; stronger effect = higher value; fold of DMSO-control signal, blank-subtracted; activation factor at 20 µM; 200,000 compounds, 0.17% hits;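 active means activation factor of 2 or more at 20 µM, a signal rise over negative controls twice the positive control's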
L major viab: Leishmania major promastigote growth inhibition; Leishmania major promastigotes, resazurin fluorescence viability; inhibition, % at 10 µM; 200,000 compounds, 9% hits; in the data active means inhibition above about 50%;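 further: promastigotes grown with compound for 44 hours at 28 °C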
Numbers without * were called inactive; . = not tested or not shown.

no.	mol	APP 5UTR inh	FLuc inh counter	FLuc act counter	bIAP inh	TNAP inh no acc
1	CSc1ccc(-c2nc(CSCC(=O)N3CCOCC3)c(C)o2)cc1	-7	0	1	-13	-20
2	COC(=O)Nc1ccc([N+](=O)[O-])cc1OC	15	-2	1	9	-11
3	CCc1ccccc1NC(=O)CSc1ncn[nH]1	-21	-4	1	0	-6
4	COc1ccc(-c2[nH]ncc2/C=C(/C#N)C(=O)NC2CCCCC2)cc1	8	-3	1	-15	-4
5	CCN(CC)S(=O)(=O)c1cc(C(=O)Oc2cccc(-c3cnc4ccccc4n3)c2)ccc1OC	.	-4	1	0	-4
6	CC1(C)CC(=O)C2=C(C1)NC1=C(C(=O)c3ccccc31)C2c1ccccc1 (stereo not given)	-7	-6	1.1	3	5
7	O=S1(=O)NC(=NC2CCCCCC2)c2ccccc21	6	3	1	16	-9
8	CN(C)/C=N/NC(=O)c1ccc(Cl)cc1	6	-7	1.1	9	-12
9	O=C(CSc1nnc(-c2ccncc2)n1Cc1ccccc1)NC1CCCc2ccccc21 (stereo not given)	5	-3	1	14	-10
10	C=CCc1ccccc1OCCNCc1ccccc1	5	-10	1.1	26	-9
11	CCOC(=O)C1CCN(CC(O)COc2ccc(C(=O)CC)cc2)CC1 (stereo not given)	10	-4	1	-4	3
12	CCOc1ccccc1C1C(C(=O)OC)=CN(C)C=C1C(=O)OC	12	-2	1	-91	-35
13	CCOc1ccc(Br)cc1CNCCN1CCOCC1	-4	-2	1	1	-9
14	CCN(CC)C(=O)CSc1nnc([C@H](CCSC)NC(=O)OC(C)(C)C)o1	-3	-3	1	-4	-10
15	CCCCOCCCNC(=O)COc1ccccc1	4	-7	1.1	4	-9

no.	RAM inhibit	TNAP act hi DEA	TNAP inh hi DEA	bIAP act	L major viab
1	2.8	1	-4	1.1	-3
2	1.3	1	-2	0.9	0
3	-0.3	1.1	-7	1	-1
4	2.4	1	-1	1.1	66*
5	4.2	1	1	1	21
6	2.7	0.8	18	1	89*
7	1.1	1	-1	0.8	-5
8	0.9	1	-4	0.9	-3
9	-0.5	1.1	-8	0.9	83*
10	0.4	1.1	-8	0.7	71*
11	-0.5	1	-2	1	94*
12	0.9	1.1	-10	1.9	0
13	0.3	1	-4	1	11
14	1.0	1	-3	1	-1
15	0.2	1	2	1	-2

Next entries:
no.	mol	APP 5UTR inh	FLuc inh counter	FLuc act counter	bIAP inh	TNAP inh no acc
16	CS(=O)(=O)N1CCN(c2ccc(C(=O)NC34CC5CC(CC(C5)C3)C4)cc2[N+](=O)[O-])CC1	10	-6	1.1	12	7
17	Cc1ccc(Cl)cc1NC(=O)C[n+]1ccc(Cc2ccc([N+](=O)[O-])cc2)cc1	29	-4	1	17	-8
18	CC(/C=C/C=C/c1ccccc1)=N/NC(=O)CNc1ccc(C)cc1	-1	6	0.9	8	-1
19	CCC(=O)Nc1nc2ccccc2n1CCN(CC)CC	-22	0	1	-3	-11
20	COC(=O)c1ccc(OCC(O)CN(CC(C)C)CC(C)C)cc1 (stereo not given)	-13	-2	1	-3	0
21	CCn1c(C)nc2cc(C(=O)NNC(=O)CCC3CCCCC3)ccc21	-4	-2	1	37	-142
22	CCc1ccccc1NC(=O)CN(C)S(=O)(=O)c1ccc2c(c1)c(=O)n(C)c(=O)n2C	-10	-8	1.1	11	-20
23	Cc1cc(OCCN2CCCC2)ccc1[N+](=O)[O-]	8	-5	1	-13	-5
24	COC(=O)c1ccc(OCC(=O)Nc2ccsc2C(=O)OC)cc1	-9	-5	1	1	-5
25	CC(C)NC(=O)C1CC=CCC1C(=O)O (stereo not given)	4	-3	1	0	-16
26	COC(=O)CCSc1cc([N+](=O)[O-])cc2c1c(C1OCCS1)nn2-c1ccccc1 (stereo not given)	3	-5	1.1	6	-7
27	C/C(=N\n1c(C)cc(C)c(C#N)c1=O)c1cccs1	-6	-6	1.1	7	-12
28	O=C(O)CCCCCNCc1ccncc1	-4	-6	1.1	4	-16
29	O=C(O)c1cc(-c2ccc(O)cc2)on1	20	-7	1.1	1	-5
30	O/N=C(\c1ccc(Cl)cc1)c1cc2ccccc2o1	0	-3	1	8	1

no.	RAM inhibit	TNAP act hi DEA	TNAP inh hi DEA	bIAP act	L major viab
16	8.2	1	1	0.9	-2
17	1.0	1	2	0.8	8
18	2.9	0.9	7	0.9	4
19	1.2	1.1	-6	1	-3
20	1.6	1	0	1	6
21	4.3	1	0	0.6	-3
22	1.4	1.1	-6	0.9	-2
23	0.9	1	0	1.1	3
24	0.9	1	-1	1	-8
25	0.8	1	-5	1	-5
26	18*	1	-2	0.9	16
27	2.8	1	-4	0.9	-5
28	0.9	1	-3	1	-5
29	-0.1	1	-3	1	-10
30	7.4	1.1	-9	0.9	5

The list goes on:
no.	mol	APP 5UTR inh	FLuc inh counter	FLuc act counter	bIAP inh	TNAP inh no acc
31	C=C(C)CSc1nnc([C@H](CCSC)NC(=O)OC(C)(C)C)o1	.	2	1	3	-5
32	CCn1c(-c2ccc(N)cc2)nc2ccccc21	1	1	1	14	-17
33	COc1ccc(CNC(=S)Nc2ccc(-c3ccccc3)cc2)cc1	-20	-2	1	6	-8
34	Cc1ccc(S(=O)(=O)NCCCCCC(=O)Nc2ccccc2C)cc1	1	-5	1.1	-7	-3
35	Cc1ccccc1NC(=S)N/N=C/C(C)c1ccccc1 (stereo not given)	6	-6	1.1	3	-23
36	CC(C)(C)NC(=O)c1cccc(NC(=O)CSc2ccccc2)c1	-5	8	0.9	5	-7
37	CC(C)CNC(=S)N1CCC(NC(=O)c2ccco2)CC1	18	-3	1	11	-6
38	CCc1nc2scc(-c3ccccc3)c2c(=O)n1N	-6	-1	1	3	-11
39	COc1ccc(C(N)=S)cc1	-6	-7	1.1	12	-26
40	Cc1cccc(C(=O)N2CCC(=O)N(C(COCc3ccc(Cl)cc3)Cc3ccccc3)CC2)c1 (stereo not given)	-22	-2	1	25	-2
41	Cc1cccc(C)c1Nc1nnc(SCC(=O)NC2CCS(=O)(=O)C2)s1 (stereo not given)	-10	-2	1	10	-13
42	CCc1cccc(CC)c1NC(=O)COC(=O)c1ccc(F)c(S(=O)(=O)N(CC)CC)c1	-2	-3	1	-14	-9
43	Cc1nc2sc3c(c2c(=O)n1/N=C/c1ccco1)CCCC3	-14	0	1	1	-9
44	Cc1ccc2oc(-c3ccccc3)nc2c1	-39	76*	0.2	5	0
45	O=C(CSc1nc2ccccc2c(=O)n1Cc1ccco1)c1ccccc1	-3	-3	1	29	-10

no.	RAM inhibit	TNAP act hi DEA	TNAP inh hi DEA	bIAP act	L major viab
31	0.5	0.9	6	1	5
32	0.8	1.1	-6	0.9	18
33	8.0	1	-2	0.9	41
34	6.8	1	4	1.1	-1
35	1.4	1	-1	1	97*
36	-0.9	1	-4	1	77*
37	1.1	1	0	0.9	10
38	0.5	1	1	1	31
39	-0.1	1	4	0.9	0
40	6.2	1	-2	0.7	1
41	1.9	1	1	0.9	-5
42	4.2	1	0	1.1	-6
43	-0.6	1	-4	1	4
44	1.5	1	1	1	-6
45	4.4	1	-2	0.7	12

Other records follow:
no.	mol	APP 5UTR inh	FLuc inh counter	FLuc act counter	bIAP inh	TNAP inh no acc
46	O=C(CSCC(=O)Nc1nc(-c2ccc3c(c2)OCO3)cs1)Nc1nccs1	-29	3	1	28	-6
47	COc1ccccc1OCCn1cc(/C=C(\C#N)C(=O)NCc2cccs2)c2ccccc21	1	-4	1	7	-22
48	COc1ccc2[nH]c(=O)c(CN(Cc3ccc4c(c3)OCO4)C(C)=O)cc2c1	6	-2	1	0	-13
49	S=C(NCc1ccc(Cl)cc1Cl)Nc1ccccc1	-6	-5	1.1	-18	-24
50	COc1ccccc1C(=O)NC(C)c1ccccc1 (stereo not given)	-17	-7	1.1	11	-5
51	COc1ccc(CCNC(=O)CSc2nc3[nH]ncc3c(=O)n2-c2ccc(Cl)cc2Cl)cc1OC	4	-1	1	-22	4
52	CCOC(=O)c1sc(NC(=O)Nc2ccccc2)cc1C	-173	84*	0.2	-22	-11
53	COc1ccc(S(=O)(=O)NCCc2csc(C)n2)cc1C	-1	-6	1.1	0	-17
54	O=C1C2C3C=CC(CC3)C2C(=O)N1/N=C/c1c(O)ccc2ccccc12 (stereo not given)	-3	0	1	-38	-17
55	CCOc1ccc(Cc2nc(C)c(CC(=O)N3CCCCC3)c(=O)[nH]2)cc1	4	-6	1.1	5	-15
56	COc1cc(S(=O)(=O)N(Cc2ccccn2)Cc2ccco2)ccc1-n1cnnn1	-2	1	1	3	-7
57	Cc1cccc(-n2ncc3c(NCCCn4ccnc4)ncnc32)c1	-30	17	0.8	-26	3
58	CSCCC1NC(=O)N(CC(=O)Nc2c(Cl)cc(Cl)cc2Cl)C1=O (stereo not given)	-3	-5	1.1	4	-12
59	COc1ccc(OCCOc2ccc(C)nc2[N+](=O)[O-])cc1	-19	9	0.9	-8	-5
60	COc1ccc(CCN2C(=O)C(O)=C(C(C)=O)C2c2ccccc2OC)cc1OC (stereo not given)	.	-2	1	9	-4

no.	RAM inhibit	TNAP act hi DEA	TNAP inh hi DEA	bIAP act	L major viab
46	4.5	1.1	-8	0.7	44
47	2.7	1	4	0.9	94*
48	1.2	1.1	-6	1	-2
49	0.5	1	0	1.2	20
50	-0.9	1	-3	0.9	1
51	1.2	1	4	1.2	3
52	4.1	1	-4	1.2	92*
53	3.7	1.1	-6	1	-3
54	5.9	1	0	1.4	-5
55	1.4	1	-4	0.9	-4
56	-0.5	1	-4	1	9
57	-1.0	1	4	1.3	45
58	1.0	1.1	-7	1	12
59	0.4	1	-1	1.1	-1
60	2.6	1	0	0.9	-8

Filtered by structure: the entries above containing a thiophene ring, fused or not.
no.	mol	APP 5UTR inh	FLuc inh counter	FLuc act counter	bIAP inh	TNAP inh no acc
24	COC(=O)c1ccc(OCC(=O)Nc2ccsc2C(=O)OC)cc1	-9	-5	1	1	-5
27	C/C(=N\n1c(C)cc(C)c(C#N)c1=O)c1cccs1	-6	-6	1.1	7	-12
38	CCc1nc2scc(-c3ccccc3)c2c(=O)n1N	-6	-1	1	3	-11
43	Cc1nc2sc3c(c2c(=O)n1/N=C/c1ccco1)CCCC3	-14	0	1	1	-9
47	COc1ccccc1OCCn1cc(/C=C(\C#N)C(=O)NCc2cccs2)c2ccccc21	1	-4	1	7	-22
52	CCOC(=O)c1sc(NC(=O)Nc2ccccc2)cc1C	-173	84*	0.2	-22	-11

no.	RAM inhibit	TNAP act hi DEA	TNAP inh hi DEA	bIAP act	L major viab
24	0.9	1	-1	1	-8
27	2.8	1	-4	0.9	-5
38	0.5	1	1	1	31
43	-0.6	1	-4	1	4
47	2.7	1	4	0.9	94*
52	4.1	1	-4	1.2	92*
